CFTR F508del cor = CFTR F508del correction in bronchial cells. CFBE cells, YFP halide quenching; stimulated with forskolin plus potentiator P3; % fluorescence drop versus neutral controls. activity (quench increase), % at 7.58 µM. 350,000 tested, 0.36% active;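 active = mean added fluorescence quench of at least 8% versus neutral control, with both replicates also reaching 8%; inconclusive = only one of the mean or replicate conditions met; inactive = mean below 8% and not both replicates reaching 8%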;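 note: cells transiently co-express mutant CFTR-F508del with the halide-sensitive YFP; corrector assay measuring rescue of mutant channel to the surface after 24 h compound exposure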
DENV2 CPE rescue = inhibitors of DENV2 cytopathic effect | DENV2-infected cells, cytopathic effect rescue, plate reader | CPE inhibition, % at 9.99 µM | 350,000 tested, 1.7% active; in the data active = CPE inhibition above about 20%, passing the limit was not always enough; inconclusive = no clear call, values can overlap the other calls; tested in BHK-21 cells;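 note: 0% = median of neutral control wells and 100% = median of positive control wells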
GSIS activator = GLuc luminescence reporter in INS-1E cells, primary screen for activators of glucose-dependent secretion of insulin; INS-1E GLuc reporter insulin secretion, 2-3 h; activation, % at 16.6 µM; AID 743287; 370,000 tested, 0.61% active;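 active = lowest replicate activation of at least 40%, so every replicate reaches that level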;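 note: 0% = median of neutral control wells and 100% = median of IBMX positive control wells; some compounds called inactive have numbers as strong as hits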
XiGFP reactiv = X-chromosome reactivation activator; XiGFP mouse fibroblasts, % GFP-positive cells imaging, 3 d; cells co-treated with 5-aza-dC sensitizer; scaled so ellipticine positive control = 100%; activation, % at 7.58 µM; 360,000 tested, 0.055% active;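 active = mean normalized replicate activation at least 10% and every replicate at or above 10%; inconclusive = only one of the two criteria met; inactive = mean below 10% and not all replicates reach 10%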;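 note: 0% = median of on-plate neutral control wells and 100% = ellipticine 6 µM median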
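Schedule: 3 d treatment, 15 min room-temperature fixation; system: 68-5-11 XiGFP fibroblast line; buffer or medium: DMEM plus 5-aza-dC sensitizer; control set: ellipticine 6 µM positive control; compound: one concentration, pinned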
RAD54 branch = blocks human RAD54 Holliday junction branch migration; Q92698; FAM/BHQ fluorescence; 360,000 tested, 0.14% active; inhibition, % at 10.4 µM;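 active = mean normalized replicate activity at least 40 and at least half of replicates scoring 40 or more; inconclusive = only one of the two criteria met; inactive = mean below 40 and under half of replicates reaching 40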;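 note: 0% = median of neutral control wells and 100% = median of positive control wells; inhibitors cause a drop in the FAM fluorescence signal; in these data hits start at about 50%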
E-sel inducer = induces E-selectin expression in human endothelial cells. AID 686992. activation, % at 7.58 µM. HUVEC E-selectin immunofluorescence imaging; normalized: neutral wells 0, TNF-alpha wells 100. P16581. 260,000 tested, 0.37% active;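 active = mean E-selectin-positive cell signal at least 10% of the positive control, reached in at least 60% of replicates, without over 20% cell loss; inconclusive = no rule given, readout overlaps actives, possibly toxicity-flagged; inactive = the rest, including those meeting only one limit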;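 note: in these data hits start at about 27%; measured in HUVEC primary endothelial cells; signal is the percent of cells scored E-selectin positive by PE staining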
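Test system: HUVEC | Signal: Immunofluorescence imaging | Read-out: Percent E-selectin-positive cells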
RAD52 inh = RAD52 (human) annealing inhibition; P43351; recombinant RAD52 DNA annealing, FRET fluorescence; inhibition, % at 18.7 µM; 360,000 tested, 0.46% active; AID 651710;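 active = every replicate showing at least 50% inhibition; inconclusive = mean inhibition at least 50% but not in every replicate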
Target sequence (P43351 whole entry, looked up): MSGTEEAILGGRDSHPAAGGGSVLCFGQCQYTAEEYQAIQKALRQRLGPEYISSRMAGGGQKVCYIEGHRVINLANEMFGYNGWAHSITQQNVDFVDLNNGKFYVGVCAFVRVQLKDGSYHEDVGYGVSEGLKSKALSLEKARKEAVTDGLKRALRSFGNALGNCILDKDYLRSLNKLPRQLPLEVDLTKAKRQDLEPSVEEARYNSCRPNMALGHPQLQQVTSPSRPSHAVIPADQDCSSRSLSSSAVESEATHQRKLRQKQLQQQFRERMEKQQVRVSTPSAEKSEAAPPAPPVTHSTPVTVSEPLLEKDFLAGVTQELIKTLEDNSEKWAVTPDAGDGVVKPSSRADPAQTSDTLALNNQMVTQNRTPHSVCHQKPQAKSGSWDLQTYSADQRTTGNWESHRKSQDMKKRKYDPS
CASP6 VEID inh = caspase-6 (human) enzyme inhibition. purified caspase-6, Z-VEID-R110 cleavage fluorescence. 350,000 tested, 0.53% active. P55212. inhibition, % at 12.5 µM;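 active = mean inhibition across replicates at least about 35%, with every replicate also reaching that limit, limit read from the data; inconclusive = only one of the two criteria met; inactive = neither criterion met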;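 note: 0% = median of neutral control wells and 100% = no fluorescence left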
Target sequence (P55212 24-179 limits assumed): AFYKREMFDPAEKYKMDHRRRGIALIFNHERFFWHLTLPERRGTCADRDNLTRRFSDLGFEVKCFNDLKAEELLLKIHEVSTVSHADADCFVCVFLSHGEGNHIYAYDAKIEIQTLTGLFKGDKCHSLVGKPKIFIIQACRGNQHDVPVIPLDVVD
Target sequence (P55212 194-293 limits assumed): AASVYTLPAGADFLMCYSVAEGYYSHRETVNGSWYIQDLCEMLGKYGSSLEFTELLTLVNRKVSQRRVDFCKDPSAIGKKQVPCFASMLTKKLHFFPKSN
An asterisk follows results filed as active; ? = inconclusive; nt = not tested or not shown. Rows were taken by chance. About 3.7% of those tested had a hit in this group.

SMILES	CFTR F508del cor	DENV2 CPE rescue	GSIS activator	XiGFP reactiv	RAD54 branch	E-sel inducer	RAD52 inh	CASP6 VEID inh
CC(C)NC(=O)N(C)C[C@@H]1Oc2c(NC(=O)Nc3ccc4c(c3)OCO4)cccc2C(=O)N([C@H](C)CO)C[C@H]1C	-5.7	-4.0	12.9	-1.3	6.1	-0.4	nt	nt
C(=N\Nc1nc2ccccc2s1)/c1ccccn1	2.5	-13.5	11.5	0.7	nt	1.7	-15.7	1.6
CCN1C(=O)[C@H]2[C@@H](c3ccc(C)cc3)N3C(=O)N(c4ccc(C)cc4)C(=O)[C@@]3(CC)[C@H]2C1=O	0.1	-13.4	10.9	-0.3	5.7	0.1	-13.6	0.2
COc1cccc(CNC(=O)CSC(=S)N2CCCC2)c1	-2.7	6.1	9.0	-0.1	-8.6	-0.1	-2.9	1.6
CC(C)Oc1ccc(S(=O)(=O)N2CCOCC2)cc1NC(=O)CN1C(=O)c2ccccc2C1=O	-4.3	-4.1	5.2	-0.4	1.4	nt	-4.0	-2.1
COc1ccc(/C=N/NC(=O)c2nc(-c3ccccc3)n(-c3ccccc3)n2)cc1OC	-0.1	38.4*	nt	0.0	4.3	nt	-16.4	-1.3
CC(C)CN(C(=O)COC(=O)COc1ccc2c(c1)CCC2)c1c(N)n(Cc2ccccc2)c(=O)[nH]c1=O	3.3	16.4	-13.8	0.0	nt	-0.8	-9.6	0.3
CCc1nn2c(=O)c(S(=O)(=O)Nc3ccc(C(C)C)cc3)c(C)nc2s1	-1.9	2.1	16.6	0.2	-17.7	0.4	-53.1	15.4
Cc1ccc(NC(=O)c2ccc3c(c2)NC(=O)CS3)nc1	3.2	-7.2	-3.8	-0.1	2.8	2.3	-30.3	2.6
CC(C)(CO)CNC(=O)CCc1nnc(Cc2ccc(-c3ccccc3)cc2)o1	-0.6	1.5	-4.8	0.2	nt	nt	-12.9	-1.3
C=CCNC(=S)N1CCN(c2ncc(C(F)(F)F)cc2Cl)CC1	4.0	-5.3	-20.8	0.3	nt	nt	-11.6	10.8
CCOc1ccccc1OCCCC(=O)N1CCN(S(=O)(=O)c2ccc(C)cc2C)CC1	1.2	-8.9	-19.7	0.0	nt	-0.1	3.2	-1.2
NC1=C([N+](=O)[O-])C(c2ccc(F)cc2)C2=C(CCCC2=O)O1 (centres undefined)	1.2	-4.7	-14.7	0.0	nt	20.3	-6.8	8.5
COc1ccc(-c2cc(C(=O)Nc3cccnc3)no2)cc1OC	0.0	-2.5	40.0	0.4	10.7	-3.4	-9.8	-0.6
Cc1cccc(/C=C/c2nc3ccccc3c(=O)n2Cc2ccccc2)c1	-0.2	-7.8	-0.6	0.0	nt	nt	-12.6	0.0
Cc1cc(C(=O)NCCN2CCCCC2C)n(-c2ccccc2)n1 (centres undefined)	-0.8	14.8	9.1	0.1	-20.5	-0.4	-48.1	-1.4
COc1ccc([N+](=O)[O-])cc1-c1nc2ccccc2nc1-c1ccccc1	5.9	-8.0	27.7	0.0	11.1	nt	-3.0	7.3
COc1cccc(-c2cnc3c(c2)C(=O)N([C@@H](C)CO)C[C@H](C)[C@@H](CN(C)Cc2ccc(F)cc2)O3)c1	-1.1	?	13.2	-1.2	-3.1	0.0	-0.9	3.7
COc1ccc(NC(=O)CN2CCCCCC2)cc1OC	0.1	-6.5	17.0	0.0	-7.5	nt	0.5	-2.4
COc1ccc(S(=O)(=O)N(C)C[C@@H]2Oc3ccc(NC(=O)NC4CCCCC4)cc3C(=O)N([C@@H](C)CO)C[C@@H]2C)cc1	-0.5	?	-9.8	0.0	-4.2	-0.1	-15.2	2.4
Cc1ccc(S(=O)(=O)CC(=O)Nc2nccs2)cc1	4.7	-4.3	18.0	0.2	nt	nt	-6.8	3.4
CC#CCN1c2ccccc2[C@]23C[C@@H](C(=O)OC)N(C(=O)c4cc(C)oc4C)C2=NC(C(=O)OC)=C(C(=O)OC)[C@H]13	6.4	6.6	12.6	0.0	-6.8	0.8	-22.2	-0.1
Cc1ccc(-n2c(Cl)c(Cl)[nH]c(=O)c2=O)cc1	0.2	nt	12.9	0.0	2.2	-0.3	nt	nt
c1ccc(Nc2nnc(-c3cccnc3)s2)cc1	-4.5	1.5	7.4	0.2	nt	47.8*	-8.2	1.3

9 entries out of the list, sorted by number of heavy atoms, largest number first.
SMILES	CFTR F508del cor	DENV2 CPE rescue	GSIS activator	XiGFP reactiv	RAD54 branch	E-sel inducer	RAD52 inh	CASP6 VEID inh
COc1ccc(S(=O)(=O)N(C)C[C@@H]2Oc3ccc(NC(=O)NC4CCCCC4)cc3C(=O)N([C@@H](C)CO)C[C@@H]2C)cc1	-0.5	?	-9.8	0.0	-4.2	-0.1	-15.2	2.4
CC#CCN1c2ccccc2[C@]23C[C@@H](C(=O)OC)N(C(=O)c4cc(C)oc4C)C2=NC(C(=O)OC)=C(C(=O)OC)[C@H]13	6.4	6.6	12.6	0.0	-6.8	0.8	-22.2	-0.1
COc1cccc(-c2cnc3c(c2)C(=O)N([C@@H](C)CO)C[C@H](C)[C@@H](CN(C)Cc2ccc(F)cc2)O3)c1	-1.1	?	13.2	-1.2	-3.1	0.0	-0.9	3.7
Cc1cccc(/C=C/c2nc3ccccc3c(=O)n2Cc2ccccc2)c1	-0.2	-7.8	-0.6	0.0	nt	nt	-12.6	0.0
NC1=C([N+](=O)[O-])C(c2ccc(F)cc2)C2=C(CCCC2=O)O1 (centres undefined)	1.2	-4.7	-14.7	0.0	nt	20.3	-6.8	8.5
COc1ccc(NC(=O)CN2CCCCCC2)cc1OC	0.1	-6.5	17.0	0.0	-7.5	nt	0.5	-2.4
Cc1ccc(S(=O)(=O)CC(=O)Nc2nccs2)cc1	4.7	-4.3	18.0	0.2	nt	nt	-6.8	3.4
c1ccc(Nc2nnc(-c3cccnc3)s2)cc1	-4.5	1.5	7.4	0.2	nt	47.8*	-8.2	1.3
Cc1ccc(-n2c(Cl)c(Cl)[nH]c(=O)c2=O)cc1	0.2	nt	12.9	0.0	2.2	-0.3	nt	nt

(listing goes on)
SMILES	CFTR F508del cor	DENV2 CPE rescue	GSIS activator	XiGFP reactiv	RAD54 branch	E-sel inducer	RAD52 inh	CASP6 VEID inh
O=C(Nc1ccc(C(=O)O)cc1)/C(=C\C=C\c1ccccc1)NC(=O)c1ccccc1Cl	1.7	3.0	-45.5	0.0	0.3	0.2	-17.6	9.7
CC(=O)c1cccc(NC(=O)C2CCN(C(=O)c3ccccc3Cl)CC2)c1	-2.2	-3.5	-6.2	0.0	-12.3	-0.5	-5.3	-1.0
CN(Cc1cnn(C)c1)S(=O)(=O)c1cccc([N+](=O)[O-])c1	-0.5	-2.2	6.0	0.0	-10.7	nt	-16.3	0.1
COc1ccccc1N1CCN(C(=O)CSc2nnc3c4ccccc4n(CC(=O)O)c3n2)CC1	-1.2	11.4	-1.4	-0.1	-16.3	nt	-14.6	2.7
C[C@H]1CN([C@@H](C)CO)C(=O)c2cccc(NS(C)(=O)=O)c2O[C@H]1CN(C)C(=O)Nc1ccccc1	0.7	-6.5	23.2	0.0	-3.4	-28.4	-4.1	0.5
O=C(NNC(=O)c1ccc([N+](=O)[O-])cc1)NC1CCCCC1	0.5	?	14.6	0.1	nt	nt	-2.3	-3.9
COCCNC(=S)N(CCc1c(C)[nH]c2ccc(Cl)cc12)Cc1cccnc1	-0.3	-0.9	-24.5	0.0	nt	2.0	-7.6	-10.8
O=C(Cn1nnc2ccccc2c1=O)NCCc1ccccc1	-0.7	10.1	nt	0.0	-5.1	nt	-8.1	-3.3
CCCN(CC(=O)Nc1cc(Cl)ccc1Cl)C(=O)c1ccc2n[nH]nc2c1	-2.0	-1.4	-11.1	-0.5	-4.0	nt	-1.5	3.8
CC(=O)N(C[C@@H]1N[C@@H](CO)[C@@H]1c1ccc(-c2ccccc2)cc1)C(C)C	-3.7	-3.2	0.1	-0.1	-1.1	0.3	-2.1	-5.7
COc1ccc(-c2cc(C(=O)NCCCN3CCCC3=O)c3ccccc3n2)cc1	-0.4	58.2*	-11.8	0.3	2.7	0.1	-0.1	-144.8
CN(C)S(=O)(=O)c1ccc(C(=O)Nc2nc3ccccc3[nH]2)cc1	-0.1	-4.3	-7.5	0.1	5.2	0.0	-6.8	-2.7
Cc1ccccc1NS(=O)(=O)c1ccc(C(=O)NCc2ccccc2CN2CCCC2)cc1	2.9	-1.6	-16.8	0.0	-3.9	-0.4	8.3	-11.3
CCCCC(=O)N(C)c1c(C)nc2ccc(C(=O)N3CCN(S(=O)(=O)CC)CC3)cn12	-5.0	2.8	5.2	0.1	-4.3	-0.1	-5.4	-4.8
CCC(C(=O)OC(C)C)c1ccc2ccccc2c1 (centres undefined)	1.2	?	-6.0	0.3	5.3	-0.2	-12.7	-0.8
CCCn1c(Nc2cccc(OC)c2)nc2ccccc21	3.3	11.2	4.8	0.1	-6.3	nt	-6.0	-2.8
C[C@@H]1CN([C@@H](C)CO)C(=O)c2cc(C#CCN(C)C)cnc2O[C@@H]1CN(C)C(=O)c1ccc2c(c1)OCO2	-0.9	-1.0	-0.7	-1.4	-3.0	0.5	0.0	-3.0
C[C@H]1CN([C@@H](C)CO)C(=O)c2cccc(NC(=O)Nc3ccc(C(F)(F)F)cc3)c2O[C@@H]1CN(C)C(=O)Nc1cccc2ccccc12	4.2	-1.8	-5.8	-0.5	3.8	-0.2	-10.7	-1.7
CC(=O)Oc1ccc2c(=O)c(N3C(=O)c4ccccc4C3=O)c(C)oc2c1C	-2.7	-5.8	-33.8	-0.1	nt	nt	-9.0	5.3
CCN(Cc1ccncc1)C(=O)CCc1nnc(CCc2ccccc2OC)o1	-1.2	nt	-5.9	0.1	nt	-0.1	-9.8	4.3
C[C@H]1CN([C@@H](C)CO)C(=O)c2cccc(NS(=O)(=O)c3ccccc3)c2O[C@@H]1CN(C)C(=O)Nc1ccccc1	-2.5	5.5	14.2	-0.6	-11.2	nt	16.2	-0.9
O=[N+]([O-])c1ccc(/C=N/Nc2nc(NCc3ccccc3)nc(N3CCOCC3)n2)cc1	-2.1	-2.1	nt	0.0	nt	nt	-6.5	-0.2
COc1ccc(-c2cnc3c(c2)C(=O)N([C@@H](C)CO)C[C@H](C)[C@@H](CN(C)Cc2ccc(C(=O)O)cc2)O3)cc1	-1.2	?	2.1	1.7	6.8	-0.1	-1.8	0.3
CC(=O)N(C)C[C@@H]1Oc2cc(C#CC3CCCCC3)ccc2S(=O)(=O)N([C@H](C)CO)C[C@H]1C	-0.1	-14.8	24.5	0.3	-1.8	-0.5	18.8	-0.1
COc1cc(/C=C/C(=O)OCC(=O)NCc2ccco2)ccc1O	2.5	3.6	-5.0	0.1	-0.6	nt	-17.3	0.4
COC(=O)c1ccc(CN2C(=O)[C@]3(OCCC=C[C@H]3C)c3cc(OC)ccc32)cc1	-3.6	-5.2	10.6	0.0	nt	-0.1	-0.6	-0.5
CCOC(=O)Cn1c(=O)n(Cc2ccccc2)c(=O)c2cccnc21	1.5	0.7	178.8*	0.3	-0.5	nt	-3.6	-6.7
CN(Cc1cccnc1)Cc1cn[nH]c1-c1ccc(-c2ccccc2)cc1	-5.0	2.9	-13.0	-0.3	8.0	-0.5	-8.2	-4.0
O=C(NC(=S)Nc1ccccn1)c1cncc(Br)c1	-0.6	0.1	17.6	0.0	nt	26.0*	-11.4	-1.2
